HIV peptide binding: inhibitors of HIV fusion peptide binding, primary screen, biochemical, uHTS, fluorescence dequenching (AID 1986); cell-free peptide binding, fluorescence dequenching, 30 min; higher % means a stronger effect; inhibition, % at 20 µM, or IC50 in µM where a hit was titrated; 290,000 compounds, 0.3% hits; in the data active = inhibition mostly above about 52%, no sharp cut-off; inactive = mostly below about 76%; also: some results filed as inactive read as strong as hits
NTR1 ag: NTR1-driven beta-arrestin-GFP spot formation – imaging, U2OS cells, high content, primary screen (AID 493036). activation, % at 20 µM. 330,000 compounds, 0.17% hits. P30989. agonist mode;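 active = activation at or above 40% of the spot to cytoplasm intensity ratio, with at least 20 cells analyzed; inconclusive = wells under 20 cells, flagged as cytotoxic or low count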;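 also: 0% = DMSO without peptide and 100% = 100 nM NTR1 peptide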
Target sequence (P30989 whole entry, looked up): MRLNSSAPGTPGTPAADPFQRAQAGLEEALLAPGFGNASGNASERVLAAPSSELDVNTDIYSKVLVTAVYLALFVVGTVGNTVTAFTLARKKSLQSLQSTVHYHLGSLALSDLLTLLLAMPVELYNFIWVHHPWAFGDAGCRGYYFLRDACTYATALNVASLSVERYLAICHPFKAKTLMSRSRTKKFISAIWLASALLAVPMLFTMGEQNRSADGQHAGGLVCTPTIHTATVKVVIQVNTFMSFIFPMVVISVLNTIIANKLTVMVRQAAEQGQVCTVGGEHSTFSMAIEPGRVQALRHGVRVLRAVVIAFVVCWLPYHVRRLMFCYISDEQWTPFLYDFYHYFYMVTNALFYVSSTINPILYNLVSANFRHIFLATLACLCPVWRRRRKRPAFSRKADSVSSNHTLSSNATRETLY
Rac1 GTP hydrolysis: MgcRacGAP GTPase-activating activity inhibitors, confirmation, biochemical, ADP Hunter fluorescence. 340,000 compounds, 0.6% hits. MgcRacGAP-stimulated Rac1 GTP hydrolysis, ADP Hunter fluorescence; higher % means a stronger effect; GST-tagged Rac1 F28L mutant substrate. one-dose inhibition, % at 30 µM; IC50 in µM for titrated hits;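 active = first-screen hits whose inhibition reached a set limit at any dose in the follow-up dose series; inconclusive = inhibition above the set first-screen limit but never retested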;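 also: fluorescence reports GDP produced by GAP-driven GTP hydrolysis; strong numbers were not always called active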
LYP inhibition: PTPN22 lymphoid phosphatase activity blockers – biochemical, fluorescence intensity, uHTS (AID 1779). recombinant LYP phosphatase, fluorescence intensity; higher % means a stronger effect. 290,000 compounds, 0.054% hits. inhibition, % at 11.5 µM; hits with a dose series show IC50 in µM; in the data active = inhibition above about 50%;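 also: plate controls were vehicle with enzyme for no effect and no enzyme for full effect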
Siah-1 displacement: blockers of Siah-1 interaction with plectin peptide – biochemical, fluorescence polarization, rhodamine-plectin, uHTS, primary screen (AID 1817). Siah-1 / rhodamine-plectin peptide fluorescence polarization; higher % means a stronger effect. 290,000 compounds, 0.02% hits. one-dose displacement, % at 20 µM; IC50 in µM for titrated hits;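 active = displacement of at least 50% at 20 µM, with a fluorescence ratio check between 0.3 and a set limit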;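 also: plate controls were Siah plus tracer with DMSO for no effect and tracer alone without Siah for full effect; strong numbers were not always called active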
Myeloid diff 2: myeloid differentiation induction; ER-HoxA9 myeloid progenitors, lysozyme-GFP differentiation, flow cytometry; calls only at 10 µM; 360,000 compounds, 1% hits;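 active = normalized GFP-positive differentiation at or above the plate's own cutoff, the solvent-only control mean plus 3 SD; inconclusive = no clear call, values can overlap the other calls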;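 also: cells exposed to compound for four days before flow analysis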
GPR55 LPI antagonism: inhibition of LPI-stimulated GPR55 beta-arrestin translocation – imaging, U2OS, beta-arrestin-GFP, LPI agonist, primary screen (AID 2013); U2OS GPR55 beta-arrestin-GFP translocation imaging, LPI antagonism; higher % means a stronger effect; one-dose inhibition, % at 10 µM; IC50 in µM for titrated hits; 290,000 compounds, 0.13% hits;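 active = spots per cell inhibited over 60%, with over 100 cells counted and total cytoplasm intensity under 500,000; inconclusive = wells with under 100 cells, flagged as likely toxic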;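 also: U2OS cells stably carrying GPR55 and arrestin-GFP stimulated by 5 µM LPI near EC80; imaged beta-arrestin-GFP aggregate spots per cell after agonist stimulation; plate controls were LPI-stimulated DMSO wells for no effect and DMSO wells without LPI for full effect; some results filed as inactive read as strong as hits; confirmed hits need IC50 under 10 µM and bright autofluorescent wells are also inconclusive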
Salmonella PhoP GFP: inhibitors of PhoP regulon expression, primary screen, Salmonella Typhimurium, GFP reporter (AID 1863). S. Typhimurium PhoP-regulated promoter GFP reporter, 4 h; higher % means a stronger effect. one-dose inhibition, % at 50 µM; IC50 in µM for titrated hits. 300,000 compounds, 0.16% hits;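 active = inhibition over 29.93%, a cutoff 3 SD above the screen mean, later confirmed by dose response; inconclusive = inhibition over 29.93% but no dose response follow-up; inactive = inhibition at most 29.93% or unconfirmed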;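 also: 0% = low Mg2+ inducing control and 100% = high Mg2+ repressing control; strong numbers were not always called active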
GPR35 arrestin U2OS: GPR35 antagonists blocking zaprinast-driven arrestin recruitment, primary screen, imaging, U2OS, beta-arrestin-GFP, zaprinast agonist (AID 2058) | inhibition, % at 10 µM; hits with a dose series show IC50 in µM | U2OS GPR35 beta-arrestin-GFP translocation imaging, zaprinast antagonism; higher % means a stronger effect | 290,000 compounds, 0.052% hits;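 active = inhibition of at least 50% with at least 30 cells and total cytoplasm GFP at most 10,000,000; inconclusive = under 30 cells or total GFP of 10,000,000 plus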
NTR1 ag cell count 20 µM: further read-out of NTR1 ag, marked with its call; cell count; measured here: cell count, cytotoxicity flag
Myeloid diff 2 GFP+ MAC1+ %: recorded beside Myeloid diff 2, whose call it bears; GFP+ MAC1+ double positive, %; measured here: differentiation confirmed by MAC1 staining
An asterisk follows results filed as active; i = inactive; ? = inconclusive; . = no result given. Compounds were not picked by outcome, and some 2.4% of all compounds hit somewhere here.

SMILES	HIV peptide binding	NTR1 ag	NTR1 ag cell count 20 µM	Rac1 GTP hydrolysis	LYP inhibition	Siah-1 displacement	Myeloid diff 2	Myeloid diff 2 GFP+ MAC1+ %	GPR55 LPI antagonism	Salmonella PhoP GFP	GPR35 arrestin U2OS
CC(=O)Oc1cccc(C(=O)Nc2ccccc2C(=O)N2CCCC2)c1	-0.3%	-0.2	63	5%	-8%	1%	i	1.1	12%	-5%	-6%
CCCCNC(=S)NNC(=O)c1nn(C)c(C)c1Cl	-2.2%	2.1	65	7%	-9%	-7%	i	0.0	14%	-1%	7%
CCNc1nc(NCC)n2c(SCC(=O)c3ccccc3F)nnc2n1	-1.2%	1.8	43	16%	2%	0%	i	0.6	7%	-5%	4%
COc1ccc(CCCC(=O)NC2CCCCC2C)c(C)c1 (centres undefined)	-4.8%	1.0	38	10%	-9%	-2%	i	0.5	-1%	-8%	0%
CC(=O)C1C(=O)CC(C)(O)C(C(C)=O)C1c1ccccc1 (centres undefined)	-1.0%	0.0	46	3%	-8%	-4%	i	0.2	8%	-1%	3%
O=C(O)/C=C/c1cn(Cc2ccccc2Cl)nc1-c1ccccc1	1.5%	2.0	59	-10%	-3%	0%	i	0.5	5%	-7%	3%
CCCCn1c(N)c(N(Cc2ccccc2OC)C(=O)c2sccc2C)c(=O)[nH]c1=O	.	1.7	70	-6%	.	.	i	0.4	.	1%	.
CC1(C)Cc2c(sc3c2C(=O)N(c2ccccc2)C2=NCCCN23)CO1	2.3%	-0.1	85	7%	0%	4%	i	8.5	0%	14%	13%
Cc1cccn2c(=O)c3cc(C(=O)NC4CCCC4)c(=N)n(CCc4ccccc4)c3nc12	-1.3%	32	35	1%	-49%	3%	?	.	6%	-20%	-17%
COc1ccc(S(=O)(=O)N2CCCC2)c(Cl)c1Cl	-1.8%	-0.7	47	0%	1%	-2%	i	0.8	-6%	-1%	-11%
COc1ccc(N2C(=O)CSC(c3ccccc3)C2=O)cc1 (centres undefined)	0.1%	-1.5	27	4%	-8%	-3%	i	0.2	-2%	3%	-7%
Cc1ccc(NC(=O)CN2CCN(S(=O)(=O)c3cccs3)CC2)cc1S(=O)(=O)N(C)C	-2.7%	2.6	57	4%	-5%	-3%	i	0.5	2%	1%	18%
Cc1csc(NC(=O)CSc2nnc(-c3ccncc3)n2C)n1	1.3%	0.3	74	8%	4%	1%	i	7.7	12%	-8%	8%
CC(C)(C)c1ccc(CN2N=Nc3ccccc3S2(=O)=O)cc1	5.6%	1.2	57	6%	-6%	-1%	?	.	-10%	-3%	5%
CCNC(=S)N/N=C/c1ccc(OCc2ccc(C(=O)OC)cc2)cc1	2.7%	-0.2	35	-16%	5%	-4%	i	1.1	6%	-6%	4%
CC(C)(C)C(=O)/C=C/c1ccc(Oc2ccccc2)cc1	1.9%	.	.	6%	2%	4%	i	0.3	11%	-7%	7%
CCNC(=S)NNc1nnc(-c2ccccc2)c(-c2ccccc2)n1	-1.7%	1.0	52	10%	-7%	4%	i	0.3	-3%	-5%	1%
COc1cc(C=O)cc(Cl)c1OC(=O)N1CCOCC1	0.1%	-0.4	76	6%	-9%	-2%	i	0.6	-1%	-12%	-13%
CN(C)c1ccc(/C=N/NC(=O)c2ccn(C)n2)cc1	-1.1%	0.3	48	9%	1%	3%	i	1.2	-3%	-10%	-4%
COc1ccc(-c2nnc(NC(=O)C(C)C)s2)c(OC)c1	-1.2%	4.3	66	0%	-9%	1%	i	3.5	11%	1%	0%
CN1CCc2c(sc3nc(NN)n(Cc4ccccc4)c(=O)c23)C1	5.6%	-0.1	59	14%	-8%	-12%	i	1.1	1%	0%	13%
COc1ccc2c(c1)c(=O)c(C(=O)c1ccc(C)cc1)cn2CC(=O)Nc1ccc(F)cc1	1.9%	9.8	93	-4%	3%	10%	i	1.9	5%	-3%	1%
O=C(c1ccccc1)N1CCN(C(=O)c2cc3ccccc3oc2=O)CC1	-1.2%	-1.3	40	3%	-4%	-6%	i	0.0	-5%	4%	0%
COc1cccc(NC(=O)CSC(N)=O)c1	-1.3%	2.0	43	5%	-1%	-5%	i	0.8	10%	0%	13%
Fc1ccccc1N1CCN(c2nnnn2-c2ccccc2)CC1	-1.4%	-0.4	57	-8%	-2%	6%	i	0.6	-6%	0%	-9%
SMILES	HIV peptide binding	NTR1 ag	NTR1 ag cell count 20 µM	Rac1 GTP hydrolysis	LYP inhibition	Siah-1 displacement	Myeloid diff 2	Myeloid diff 2 GFP+ MAC1+ %	GPR55 LPI antagonism	Salmonella PhoP GFP	GPR35 arrestin U2OS
COc1ccc(C(c2sc3nc(C)nn3c2O)N2CCCCC2)cc1 (centres undefined)	1.7%	-1.7	96	11%	-4%	2%	i	1.4	-3%	-4%	-4%
O=C(Cn1nnc2c(cnn2-c2ccc(F)cc2)c1=O)OC1CCCCC1	1.1%	1.6	64	4%	-4%	0%	i	0.9	28%	-7%	7%
CCn1cc(C(=O)OCC(=O)c2cc(C)n(-c3ccc(OC(F)F)cc3)c2C)c(=O)c2ccc(C)nc21	0.1%	2.5	44	5%	4%	-2%	i	0.6	4%	-3%	14%
CCCC1c2ccc(C)n2CCN1C(=O)Nc1ccccc1Cl (centres undefined)	39%	-0.3	35	11%	-7%	3%	.	.	0%	-17%	-10%
COC(c1ccccc1)(c1ccccc1)C(Oc1nccc(C)n1)C(=O)O (centres undefined)	1.0%	1.3	61	9%	-11%	-1%	i	0.5	-23%	-3%	11%
COc1ccccc1C(=O)N/C(=C/c1ccco1)C(=O)Nc1ccc(C(=O)O)cc1	24%	0.5	62	15%	-3%	-1%	i	1.5	0%	-2%	-4%
O=C(COC(=O)c1ccc(S(=O)(=O)N2CCCC2)cc1)NCc1ccco1	-1.6%	-0.1	68	-6%	-2%	13%	i	0.3	3%	-6%	-4%
CCOC(=O)c1c(-c2ccccc2)nc2ccc(Cl)cn12	-2.6%	4.6	79	6%	-7%	0%	i	0.4	2%	-4%	-7%
CC1=NN(C(N)=S)C(=O)C1N=Nc1cccc(C)c1 (centres undefined)	-2.7%	0.2	55	16%	-4%	-4%	i	0.3	-2%	.	-5%
COc1ccc(/C=N/NC(=O)c2cc(C3CC3)[nH]n2)cc1OC	-0.7%	-0.4	64	8%	3%	1%	i	0.6	-1%	-6%	-5%
COc1cc(C2C(C(=O)c3ccco3)=C(O)C(=O)N2c2cc(C)on2)ccc1OCc1ccccc1 (centres undefined)	31%	1.6	67	.	-1%	2%	.	.	3%	-15%	9%
CCCCc1ccc(NC(=O)CSc2nc(=O)n(CCN(CC)CC)c3c2CCCC3)cc1	.	9.8	54	12%	.	.	i	0.0	.	5%	.
O=C(CN1CCc2ccccc21)NC(c1ccccc1)c1ccccc1	-0.9%	0.6	58	8%	-4%	-3%	i	1.3	4%	21%	19%
CC(C)Cn1c(=O)c2c(nc3n2CC(C)CN3Cc2ccccc2)n(C)c1=O (centres undefined)	-1.5%	2.1	68	-2%	-11%	0%	.	.	-4%	-4%	-23%
NC(=O)CSc1nnc(-c2ccncc2)n1-c1ccc(Cl)cc1	-1.4%	0.7	44	-2%	-4%	4%	i	0.9	4%	12%	-5%
CC(=O)Nc1ccc(C(=O)N2CCc3cc4c(cc3C2C)OCCCO4)cc1 (centres undefined)	-0.7%	-1.7	87	1%	-3%	-6%	i	1.8	6%	4%	6%
N#Cc1c(=O)c2nc(NCCCO)ncc2n2c(=O)c3ccccc3[nH]c12	20%	-0.1	49	6%	5%	3%	i	0.1	10%	2%	-15%
COc1cc(CC(=O)NCCc2ccc(OCc3ccccc3)cc2)c([N+](=O)[O-])cc1OC	1.6%	2.4	49	7%	-8%	-3%	i	0.6	5%	-2%	18%
Cc1nc2ccc(NC(=O)COc3cccc(F)c3)cc2s1	0.6%	1.2	32	4%	-1%	-2%	i	0.4	-10%	2%	-5%
Cn1c(=O)c2c(nc(N3CCN(c4ccc([N+](=O)[O-])cc4)CC3)n2C)n(C)c1=O	1.6%	0.9	61	.	0%	-3%	i	0.4	2%	-2%	-9%
COc1ccccc1CNC(=O)C1CCN(S(=O)(=O)N2CCCCC2)CC1	1.1%	0.0	56	-1%	2%	4%	i	9.6	13%	-8%	-3%
N#Cc1cc2c(nc1SCc1ccc(Cl)nc1)CCCCC2	0.6%	6.9	64	-1%	2%	10%	i	0.4	14%	0%	6%
Nc1nc(SCC(=O)Nc2ccccc2C(F)(F)F)[nH]c(=O)c1-c1ccccc1	1.8%	1.0	52	-2%	-6%	0%	i	0.1	3%	-3%	8%
CCOC(=O)c1c(S(=O)(=O)N(C)Cc2ccco2)c(C)n(C)c1C	0.6%	1.6	61	4%	-9%	-4%	i	0.8	-14%	8%	-4%
CCc1ccc(-c2nc(CN3CCC(C(=O)N4CCN(c5ccccc5)CC4)CC3)c(C)o2)cc1	18%	8.0	62	-8%	0%	6%	i	1.6	19%	12%	24%
SMILES	HIV peptide binding	NTR1 ag	NTR1 ag cell count 20 µM	Rac1 GTP hydrolysis	LYP inhibition	Siah-1 displacement	Myeloid diff 2	Myeloid diff 2 GFP+ MAC1+ %	GPR55 LPI antagonism	Salmonella PhoP GFP	GPR35 arrestin U2OS
COc1cc(/C=C2\C(=N)N3N=CSC3=NC2=O)ccc1OS(=O)(=O)c1ccccc1	10%	0.2	70	6%	-6%	-4%	i	2.4	-11%	1%	6%
O=C(NNC(=S)NC(=O)c1ccccc1Cl)c1cccc([N+](=O)[O-])c1	1.6%	1.4	41	.	-4%	-3%	i	1.2	-4%	5%	8%
COc1ccc(/C=N/NS(=O)(=O)c2ccc(C)cc2)cc1OC(=O)c1ccc(C)cc1	3.9%	6.9	57	8%	2%	1%	i	0.8	-12%	1%	6%
O=S(=O)(c1ccccc1)N1CCN=C1SCc1cccc(Cl)c1	-1.9%	-0.6	53	8%	-3%	8%	i	0.5	27%	3%	-2%
COc1cc(Cl)c(C)cc1NC(=O)COC(=O)/C=C/c1c(C)nn(C2CCS(=O)(=O)C2)c1Cl (centres undefined)	-0.7%	5.8	55	13%	8%	2%	i	0.9	1%	2%	-5%
CCN(CCO)c1ncnc2c1sc1nc(CC(C)C)c3c(c12)CC(C)(C)OC3	0.0%	14	94	-2%	5%	0%	i	1.0	11%	-6%	8%
CCN(CC)c1ccc(NC(=O)c2cccc(C)c2OC)c(C)c1	-3.2%	-0.5	59	?	-1%	-3%	i	4.6	18%	2%	-6%

Source: PubChem
